High-throughput results as filed in PubChem.
PPC-1+TRAIL kill: compounds killing PPC-1 cancer cells with TRAIL present (potentiator screen, no TRAIL-free arm) | PPC-1 cells + TRAIL, ATPLite viability luminescence | cell killing (% activity), % at 4 µM | actives 0.41% (n = 220,000) | AID 1443;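 active = cell killing above 50% in the first pass at 4 µM, then a duplicate retest at 5 µM averaging 50% or more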;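 note: plate controls were cells with TRAIL plus DMSO for no effect and medium-only wells lacking cells for full effect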
Wee1 degr inh: human Wee1 degradation inhibition, primary screen. AID 1321. reporter increase, % at 5 µM. HeLa Luc-Wee1K328M stability, luciferase luminescence; 100% = proteasome inhibitor MG132 effect. actives 1.2% (n = 220,000). P30291;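 active = activation above the mean of all tested compounds plus 3 SD, set per screening run, cut at about 8.8% in these data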;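 note: cells exposed to compound for 20 h before luminescence read; 0% = DMSO alone and 100% = MG132 at 30 µM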
Target sequence (P30291 whole entry K328M): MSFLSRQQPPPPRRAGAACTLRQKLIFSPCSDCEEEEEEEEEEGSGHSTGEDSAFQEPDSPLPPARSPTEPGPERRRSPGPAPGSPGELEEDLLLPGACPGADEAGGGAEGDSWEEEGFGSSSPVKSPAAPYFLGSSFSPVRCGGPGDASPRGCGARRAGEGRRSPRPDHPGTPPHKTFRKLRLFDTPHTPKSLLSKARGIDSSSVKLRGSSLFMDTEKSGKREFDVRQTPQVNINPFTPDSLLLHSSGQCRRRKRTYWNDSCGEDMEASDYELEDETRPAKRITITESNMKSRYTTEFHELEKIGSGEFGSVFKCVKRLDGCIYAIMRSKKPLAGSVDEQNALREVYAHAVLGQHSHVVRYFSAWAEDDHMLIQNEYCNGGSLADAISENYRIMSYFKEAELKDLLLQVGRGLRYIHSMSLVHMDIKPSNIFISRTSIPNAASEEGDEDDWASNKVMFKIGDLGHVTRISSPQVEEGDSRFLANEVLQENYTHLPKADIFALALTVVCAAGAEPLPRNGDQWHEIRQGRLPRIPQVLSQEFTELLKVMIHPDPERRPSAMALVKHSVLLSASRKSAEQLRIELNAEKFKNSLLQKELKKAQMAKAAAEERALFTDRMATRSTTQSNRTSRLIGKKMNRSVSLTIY
Ba/F3 V617F tox: loss of viability in JAK2V617F-driven Ba/F3 cells; inhibition, % at 5.6 µM; AID 1446; Ba/F3 EpoR-JAK2V617F viability, ATP luminescence; actives 1.1% (n = 220,000);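 active = inhibition above the campaign mean plus 3 SD over all tested compounds, cut at about 24% in these data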;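 note: cytokine-independent growth of Ba/F3 cells driven by EpoR plus mutant JAK2; 0% = DMSO-treated cells and 100% = JAK inhibitor I control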
BaF3 parental: counter-screen for JAK2V617F inhibitors: parental Ba/F3 viability inhibitors; CellTiter-Glo ATP luminescence; inhibition, % at 5.6 µM; actives 1.1% (n = 220,000); AID 1486;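 active = inhibition above a per-campaign cutoff, the mean inhibition of all tested compounds plus 3 SD, cut at about 27% in these data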;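 note: 0% = DMSO wells and 100% = JAK Inhibitor I control wells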
TNF death inh: blocks TNF-alpha induced death of Jurkat FADD-/- cells; Jurkat FADD-/- TNF necroptosis rescue, ATP luminescence, 24 h; 0 = TNF only, 100 = no-TNF cells; activation (protection from cell death), % at 10 µM; actives 0.068% (n = 220,000);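 active = activation, meaning protection from cell death, of at least 50% relative to plate controls; inactive = activation below 50%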;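 note: necroptosis triggered by 40 ng/mL TNF-alpha added together with compound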
TRPN1 ag: agonists of zebrafish TRPN1 channel; HEK293 zebrafish TRPN1-YFP, Fluo-8 calcium fluorescence; 100% = response to 87 µM carbachol; AID 1424; activation, % at 3 µM; actives 0.18% (n = 220,000);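 active = activation above its plate's cutoff, the mean activation of test wells on that plate plus 3 SD, cut at about 19% in these data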;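 note: 0% = DMSO alone and 100% = 87 µM carbachol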
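Material: zebrafish TRPN1-YFP in HEK293 cells; Doses: single test compound dose, 3 µM nominal, 0.3% DMSO; Timing: dye loading 1 h at 37 °C, then 30 min room temperature; Technique: intracellular calcium fluorescence with Fluo-8; Benchmarks: high carbachol 87 µM, low DMSO alone.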
TRPML3 agonist: agonists of human TRPML3 channel | AID 1448 | activation, % at 3 µM | HEK293 TRPML3-YFP, Fluo-8 calcium fluorescence; 100% = the carbachol control signal | actives 0.29% (n = 220,000) | Q8TDD5;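 active = activation above its plate's cutoff, the mean activation of the plate's test wells plus 3 SD, cut at about 12% in these data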;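 note: 0% = DMSO only wells and 100% = carbachol wells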
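Test system: HEK293 cells stably carrying human TRPML3-YFP; Doses: single dose, 3 µM final nominal compound, 0.3% DMSO final; Schedule: dye loading 1 h 37 °C then 30 min ambient, 125 s read; Technique: Fluo-8 calcium fluorescence; Benchmarks: high control carbachol 87 µM, low control DMSO.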
RBBP9 inhibitor: human RBBP9 hydrolase inhibition; O75884; actives 0.2% (n = 220,000); recombinant RBBP9, FP-Rh probe fluorescence polarization; inhibition, % at 7.94 µM; AID 1515;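 active = inhibition above the campaign mean of all tested compounds plus 3 SD, cut at about 14% in these data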;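 note: plate controls were DMSO wells with RBBP9 for no effect and wells lacking RBBP9 protein for full effect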
Target sequence (O75884 whole entry, looked up): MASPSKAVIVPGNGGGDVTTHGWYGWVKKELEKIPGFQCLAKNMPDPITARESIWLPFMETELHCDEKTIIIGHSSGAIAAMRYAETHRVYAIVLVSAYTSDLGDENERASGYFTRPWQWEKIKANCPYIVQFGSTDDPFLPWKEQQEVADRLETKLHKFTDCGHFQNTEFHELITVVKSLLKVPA
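Test system: recombinant human RBBP9; Timing: 30 min then 45 min, 25 °C; Detection: fluorescence polarization; Control set: RBBP9 with DMSO as uninhibited control, no-protein wells as full inhibition; Compound dosing: one concentration, 7.94 µM nominal, 0.794% DMSO; Probe or stimulus: FP-Rh activity-based probe, 375 nM before mixing.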
CHOP inhibitor: inhibitors of CHOP induction in ER stress response | CHO-K1 CHOP-promoter luciferase, tunicamycin-induced, 15-18 h | inhibition, % at 10 µM | actives 3.8% (n = 220,000);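 active = compounds that reduced the stress-induced luciferase reporter signal by more than about 70% of percent inhibition, limit read from the data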;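 note: 0% = tunicamycin plus vehicle and 100% = wells without tunicamycin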
The depositor's hits bear a star; . = not tested or not shown.

1	Cc1ccc(NC2=NC(c3ccccc3)n3c(nc(C)cc3=O)N2)c(C)c1 (stereo not given)
2	CC(=O)Nc1ccc(C2=NNC(=Nc3ccc(S(=O)(=O)N4CCOCC4)cc3)SC2)cc1
3	C/C(Cl)=C\Cn1c(O)c(N=NC(N)=S)c2cc(Br)ccc21
4	CCN(CC)CCCNc1nc(C)cc(COC)c1C#N
5	CCOC(=O)c1c(C)[nH]c(C)c1C(=O)CSc1nc2ccccc2n1CCC#N
6	COC(=O)c1ccc(C)c(NS(=O)(=O)c2ccc3c(c2)OCCO3)c1
7	Cc1cccc2nc(CSc3ccccc3C(=O)O)cn12
8	Cc1ccc(NC(=O)CCNS(=O)(=O)c2ccc3c(c2)oc(=O)n3C)cc1C
Screen / compound no.	1	2	3	4	5	6	7	8
PPC-1+TRAIL kill	-5	-2	9	19	13	8	22	-9
Wee1 degr inh	2	-2	-1	3	-1	-4	-2	-1
Ba/F3 V617F tox	1	0	4	-2	1	75*	0	0
BaF3 parental	7	-3	4	-1	3	55*	5	5
TNF death inh	0.1	6.5	-3.3	0.7	1.6	-9.4	1.3	1.3
TRPN1 ag	0.9	-1.7	-2.5	-0.6	0.2	-0.3	0.9	-0.6
TRPML3 agonist	-0.2	-0.8	0.6	1.0	0.4	-0.3	0.2	0.1
RBBP9 inhibitor	-7	12	-2	-3	3	-8	-7	-10
CHOP inhibitor	-2	-4	-113	8	0	.	5	18

9	O=C(Cn1cncn1)N/N=C/c1cccc2ccccc12
10	O=C1OCC/C1=C\OCCCO/C=C1\CCOC1=O
11	Cc1ccc2c(c1)cc(CN(Cc1cccs1)C(=O)c1ccco1)c1nnnn12
12	N=c1sccn1CC(=O)Nc1cccc(S(N)(=O)=O)c1
13	COc1ccc(C(=O)NC(=S)NNC(=O)c2c(-c3ccccc3)noc2C)cc1OC
14	O=C(NCc1ccc(F)cc1F)c1cc(COc2c(F)cccc2F)on1
15	COc1ccc(CNC(=O)C/C(C)=N/NC(=O)c2cnccn2)cc1
16	COc1ccc(CN2C(=O)CCC2(C)C(=O)NCc2cccnc2)c(OC)c1 (stereo not given)
Screen / compound no.	9	10	11	12	13	14	15	16
PPC-1+TRAIL kill	10	12	13	-5	2	13	14	-10
Wee1 degr inh	2	-1	0	2	3	-2	0	-1
Ba/F3 V617F tox	4	-1	-4	-2	0	1	-2	4
BaF3 parental	6	4	2	2	2	4	5	4
TNF death inh	0.4	2.9	-4.6	3.3	0.9	3.1	1.8	-1.9
TRPN1 ag	1.3	0.2	1.4	1.9	19	-2.5	0.6	-0.3
TRPML3 agonist	0.3	0.5	0.4	0.7	19*	-1.4	0.1	0.6
RBBP9 inhibitor	-5	-8	-8	-6	-8	-4	7	2
CHOP inhibitor	6	1	7	-6	41	13	-4	29

17	O=C(O)C1CC(=O)N(Cc2ccc(F)cc2)C1 (stereo not given)
18	COC(=O)c1ccc(N/C(=N/S(=O)(=O)c2ccccc2)c2ccccc2)cc1
19	Cc1onc(-c2c(F)cccc2Cl)c1C(=O)OCC(=O)NC1CC1
20	COc1cc(/C=C2/SC(=S)N(c3ccccc3)C2=O)ccc1Oc1nc(N2CCOCC2)nc(N2CCOCC2)n1
21	Cc1ccc(C(=O)NC(NCC2CCCO2)C(Cl)(Cl)Cl)cc1 (stereo not given)
22	CCCCN(C(=O)c1cc2ccccc2o1)c1c(N)n(CCC)c(=O)[nH]c1=O
23	CCOC(=O)C(NC(=O)c1ccccc1Cl)(Nc1ccc(C)c(C)c1)C(F)(F)F (stereo not given)
24	Cc1[nH]c2ccc(-c3nnc(SCC(=O)c4ccc(F)cc4)o3)cc2c1C
Screen / compound no.	17	18	19	20	21	22	23	24
PPC-1+TRAIL kill	10	7	15	-7	26	6	-3	8
Wee1 degr inh	-1	-1	-2	-1	1	-2	4	-2
Ba/F3 V617F tox	4	-4	2	-1	-4	3	2	-3
BaF3 parental	3	2	6	6	0	11	4	0
TNF death inh	1.6	0.5	-1.4	4.8	1.1	-0.3	1.8	0.8
TRPN1 ag	1.6	-0.8	1.1	-0.1	0.3	0.7	0.9	-0.2
TRPML3 agonist	0.7	-0.7	0.7	0.8	0.1	0.5	-0.1	-0.2
RBBP9 inhibitor	-11	-3	-7	-7	-6	-8	2	1
CHOP inhibitor	10	-2	3	25	18	14	22	26

25	CCOC(=O)C1CCCN(c2c(Nc3ccc(OCC)cc3)c(=O)c2=O)C1 (stereo not given)
26	CCOC(=O)c1oc2ccccc2c1NC(=O)c1ccc(S(=O)(=O)N(C)C)cc1
27	CCN(CC)S(=O)(=O)c1cc(C(=O)Nc2ccncc2)ccc1Cl
28	CCOc1ccc(C2C(C(=O)c3cccs3)=C(O)C(=O)N2Cc2cccnc2)cc1OC (stereo not given)
29	Cc1[nH]c2c(ccc3cccnc32)c1C
30	COC(=O)c1cccc(C(=O)Nc2ccc(C)cc2)n1
31	O=C(COC(=O)CC(NC(=O)c1ccccc1Cl)c1ccccc1)Nc1cccc(F)c1 (stereo not given)
32	CCCCC1C2=C(CC(C)(C)CC2=O)OC2=C1C(=O)CC(C)(C)C2
Screen / compound no.	25	26	27	28	29	30	31	32
PPC-1+TRAIL kill	12	6	18	12	22	-5	16	17
Wee1 degr inh	-3	2	2	3	-1	-2	0	4
Ba/F3 V617F tox	-5	6	4	0	-6	1	1	-2
BaF3 parental	2	3	5	8	-1	3	8	3
TNF death inh	0.0	-1.7	-13	-0.3	12	0.4	2.0	0.7
TRPN1 ag	0.6	1.2	9.7	2.8	-0.5	-0.2	1.3	-1.2
TRPML3 agonist	-0.4	1.4	4.9	0.8	-0.8	0.3	0.3	0.0
RBBP9 inhibitor	1	-9	-3	-3	-6	-8	-3	-6
CHOP inhibitor	14	7	.	22	24	-7	17	29

33	C/C(=N/Nc1ncc(C(F)(F)F)cc1Cl)c1ccncc1
34	C=CCNC(=O)c1ccc(OC)cc1
35	CCCC(=NCCc1c(C)[nH]c2ccccc12)C1=C(O)CC(c2ccccc2)CC1=O (stereo not given)
36	Fc1ccc(-c2csc(N3CCSCC3)n2)cc1
37	COc1cccc(-c2nc(-c3ccc(NC(=O)c4cccnc4)cc3)no2)c1
38	Cc1cc(C)nc(N2CCC(C(=O)Nc3ccc4c(c3)OCCO4)CC2)n1
39	Cc1ccc(NC(=O)CSc2nnc(-c3cnccn3)n2Cc2ccco2)cc1C
40	O=C(Nc1ccc(Cl)c(Cl)c1)C1CC(=O)N(c2ccc(Br)cc2)C1 (stereo not given)
Screen / compound no.	33	34	35	36	37	38	39	40
PPC-1+TRAIL kill	9	18	8	8	-19	1	12	17
Wee1 degr inh	-3	0	-2	3	2	0	-2	1
Ba/F3 V617F tox	2	0	0	8	-4	4	4	-5
BaF3 parental	3	1	6	10	2	3	8	-1
TNF death inh	0.4	0.3	-3.9	1.1	-8.4	-0.3	-2.0	1.2
TRPN1 ag	0.1	1.5	-2.1	-0.4	1.8	1.3	-2.2	-0.7
TRPML3 agonist	0.7	1.0	0.0	0.4	0.5	0.2	-0.8	0.8
RBBP9 inhibitor	2	-13	-11	5	1	-9	-5	5
CHOP inhibitor	36	9	31	34	40	9	13	11

41	COCCn1c(N)c(S(=O)(=O)c2cccs2)c2nc3ccccc3nc21
42	Cc1ccc(NC(=O)C2(N(C(=O)Cn3nnnc3N)c3ccc(C)cc3)CCCCC2)cc1
43	O=C(CSc1ccc(F)cc1)Nc1ccc(Br)cc1
44	CCOc1ccc2nc(NCCNS(=O)(=O)c3ccccc3)c(C#N)cc2c1
45	CCOC(=O)c1sc2nc(CC(=O)OC)nc(NCc3ccc(F)cc3)c2c1C
46	COC(=O)Cc1ccc(NC(=S)Nc2cccc(C)n2)cc1
47	CC(=O)c1sc(C(=O)O)c(-c2ccco2)c1-c1ccco1
48	CCOC(=O)Cn1c(=O)c(-c2ccccc2NC)nc2ccccc21
Screen / compound no.	41	42	43	44	45	46	47	48
PPC-1+TRAIL kill	6	17	20	16	11	6	10	2
Wee1 degr inh	4	1	6	-2	2	-2	-2	-1
Ba/F3 V617F tox	2	0	-2	8	2	-3	-1	3
BaF3 parental	2	10	1	8	4	3	-1	5
TNF death inh	-1.4	-1.4	12	-1.6	1.1	2.6	4.6	-0.4
TRPN1 ag	-0.3	0.2	-0.5	-0.8	-1.3	-0.2	1.9	-2.0
TRPML3 agonist	-1.0	0.4	0.7	-0.5	0.1	1.4	-0.8	-0.5
RBBP9 inhibitor	-11	-3	-6	0	-5	3	10	-16
CHOP inhibitor	-5	18	-7	9	41	12	14	36

Single records (already shown). Order of screens: PPC-1+TRAIL kill, Wee1 degr inh, Ba/F3 V617F tox, BaF3 parental, TNF death inh, TRPN1 ag, TRPML3 agonist, RBBP9 inhibitor, CHOP inhibitor
Profile of CCOC(=O)c1sc2nc(CC(=O)OC)nc(NCc3ccc(F)cc3)c2c1C : 11, 2, 2, 4, 1.1, -1.3, 0.1, -5, 41
Profile of CCOc1ccc(C2C(C(=O)c3cccs3)=C(O)C(=O)N2Cc2cccnc2)cc1OC (stereo not given) : 12, 3, 0, 8, -0.3, 2.8, 0.8, -3, 22
Profile of Cc1ccc(NC(=O)CCNS(=O)(=O)c2ccc3c(c2)oc(=O)n3C)cc1C : -9, -1, 0, 5, 1.3, -0.6, 0.1, -10, 18

The results go on.
49	COc1cccc(-n2cnnn2)c1
50	CCc1c(C)sc2nc3c(C(=O)N4CCOCC4)cc(C(=O)c4cc(F)ccc4O)cn3c(=O)c12
51	Cc1csc(=Nc2c(C)n(C)n(-c3ccccc3)c2=O)n1-c1ccccc1
52	CCCOc1ccc(OCCNC2CCCC2)cc1
53	CCSc1ncc(Cl)c(C(=O)Nc2ccc(S(=O)(=O)Nc3onc(C)c3C)cc2)n1
54	CC(C)Cn1c(=O)c(C(=O)Nc2ccccc2S(N)(=O)=O)c(O)c2ccccc21
55	COc1ccccc1NC(=O)CNC(=O)c1ccccc1C
56	COC(=O)c1ccc(NC(=S)NCc2ccco2)cc1
57	O=C(CN(Cc1ccccc1)S(=O)(=O)c1ccccc1)N/N=C/c1ccc2c(c1)OCO2
Screen / compound no.	49	50	51	52	53	54	55	56	57
PPC-1+TRAIL kill	-1	26	-18	14	19	6	19	-5	25
Wee1 degr inh	2	3	5	0	-1	5	-2	-1	-1
Ba/F3 V617F tox	4	-1	5	-3	-4	3	-4	4	2
BaF3 parental	4	3	7	0	2	9	6	5	4
TNF death inh	-0.7	-4.5	-0.2	-1.5	0.0	1.3	0.6	0.2	-6.1
TRPN1 ag	3.1	-0.3	-1.0	0.9	-0.3	-0.5	-0.5	7.3	-0.1
TRPML3 agonist	0.7	0.3	0.7	1.1	0.4	1.0	0.8	3.8	-0.4
RBBP9 inhibitor	-9	1	-6	2	-3	-3	2	-11	-11
CHOP inhibitor	-3	15	-6	-10	12	73*	2	-6	21

No enrichment for hits. About 6.8% of those tested had a hit in this group.
